MrgX1 PAM: allosterically activates human MrgX1 receptor signaling | B-score at 10 µM | MrgX1-HEK293, Fluo-4 calcium flux, FDSS; stronger effect = higher value | hit rate 0.63% among 310,000;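 active = plate-corrected calcium response at least 3 library SD above typical, normal starting fluorescence, not activating the receptor alone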;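 also: compound read alongside a low EC10 to EC30 dose of BAM8-22 agonist; peak minus trough fluorescence over baseline measured at the second addition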
TRPC6 inh: inhibitors of mouse TRPC6 channel. HEK293-TRPC6, membrane potential dye, ACh-evoked depolarization; stronger effect = lower value. B-score at 10 µM. hit rate 1.1% among 310,000. AID 2553;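 active = B-score under library mean minus 3 SD, initial fluorescence not abnormally high, positive integrated signal ratio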;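 also: B-score derived from integrated fluorescence ratio over the kinetic read; more negative B-score means stronger inhibition of depolarization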
Target sequence (Q61143 whole entry, looked up): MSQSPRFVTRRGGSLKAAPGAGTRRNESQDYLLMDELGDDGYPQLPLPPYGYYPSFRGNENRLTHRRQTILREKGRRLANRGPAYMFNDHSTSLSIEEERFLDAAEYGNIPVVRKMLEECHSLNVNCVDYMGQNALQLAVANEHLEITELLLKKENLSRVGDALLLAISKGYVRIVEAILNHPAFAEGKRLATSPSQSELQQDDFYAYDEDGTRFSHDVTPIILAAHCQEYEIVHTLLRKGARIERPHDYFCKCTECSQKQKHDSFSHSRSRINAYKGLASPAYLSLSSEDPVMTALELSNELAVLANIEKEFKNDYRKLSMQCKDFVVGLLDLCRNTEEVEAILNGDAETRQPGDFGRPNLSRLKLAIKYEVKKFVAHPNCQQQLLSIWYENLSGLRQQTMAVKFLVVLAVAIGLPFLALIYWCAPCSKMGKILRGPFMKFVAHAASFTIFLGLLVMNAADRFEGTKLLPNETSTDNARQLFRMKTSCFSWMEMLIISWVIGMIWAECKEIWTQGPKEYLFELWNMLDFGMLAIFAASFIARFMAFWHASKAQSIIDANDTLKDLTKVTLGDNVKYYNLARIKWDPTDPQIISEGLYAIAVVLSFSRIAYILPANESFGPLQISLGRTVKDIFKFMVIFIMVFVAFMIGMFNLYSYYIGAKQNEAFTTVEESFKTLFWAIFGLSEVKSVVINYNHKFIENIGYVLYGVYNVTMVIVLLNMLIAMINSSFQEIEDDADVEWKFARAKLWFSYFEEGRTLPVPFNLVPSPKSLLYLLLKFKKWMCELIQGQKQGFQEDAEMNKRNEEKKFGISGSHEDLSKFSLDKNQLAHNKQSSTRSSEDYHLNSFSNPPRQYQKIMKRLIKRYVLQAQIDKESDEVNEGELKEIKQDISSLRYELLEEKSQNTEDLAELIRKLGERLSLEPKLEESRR
TRPC4 inh: blocks the mouse TRPC4 cation channel. HEK293 TRPC4beta/mu-opioid, DAMGO-evoked Fluo4 calcium flux; stronger effect = lower value. B-score at 10 µM. hit rate 0.39% among 300,000. AID 2247;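 active = B-score over 3 SD under the library average, no early fluorescence shift, positive overall ratio signal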
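Material: HEK293 cells with stable TRPC4beta plus mu-opioid receptor expression / Probe or stimulus: DAMGO in two steps, submaximal then maximal / Compound: single concentration per test compound / Technique: kinetic Fluo4 fluorescence imaging of calcium influx / Read-out: per-well B score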
TRPC6 act: activates the mouse TRPC6 cation channel; Q61143; HEK293-TRPC6 membrane potential dye fluorescence; stronger effect = higher value; B-score at 10 µM; hit rate 0.13% among 310,000;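 active = B-score of the integrated fluorescence ratio above library mean plus 3 SD, and starting fluorescence ratio within library mean plus 5 SD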;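 also: higher score means more depolarization so channel activation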
TMEM16A inh: blocks the mouse calcium-activated chloride channel TMEM16A | Q8BHY3 | HEK293 TMEM16A/YFP iodide influx fluorescence, ionomycin | normalized B-score (activity score, 25-100; higher = stronger inhibition) at 10 µM | hit rate 1.2% among 310,000 | AID 588511;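 active = ratio plate-corrected score three or more library SD toward inhibition, starting fluorescence score within five deviations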;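 also: score derived from kinetic fluorescence span divided by baseline fluorescence per well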
MrgX1 ag: human MrgX1 receptor agonism, primary screen; Q96LB2; MrgX1-HEK293 cells, Fluo-4 calcium fluorescence, agonist mode; stronger effect = higher value; B-score at 10 µM; hit rate 0.44% among 310,000; AID 588627;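 active = calcium response B-score plate-corrected fluorescence ratio at least 3 library SD, with starting fluorescence B-score inside 5 SD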
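Test system: HEK293 cells stably expressing human MrgX1 receptor; amount: 15,000 cells per well; doses: compound delivered in addition one of three; times: overnight plating before 1 h dye loading; detection: Fluo-4 NW calcium-flux fluorescence, kinetic read; read-out basis: B-scored fluorescence response ratio; controls: positive and negative controls per plate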
TRPC4 PAM: TRPC4 (mouse) allosteric potentiation; Q9QUQ5; HEK293 TRPC4beta/mu-opioid, DAMGO EC20, Fluo-4 Ca2+ flux; stronger effect = higher value; B-score at 10 µM; hit rate 0.42% among 310,000; AID 2227;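 active = B-score of calcium response area above 5 SD of library B-scores, with initial fluorescence ratio within 5 SD of library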;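 also: B-score of integrated fluorescence ratio over time as area under calcium response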
MrgX1 antag: antagonists of human MrgX1 receptor | Q96LB2 | MRGX1-HEK293 calcium flux, Fluo-4, BAM8-22 antagonism; stronger effect = lower value | B-score at 10 µM | hit rate 1.3% among 310,000;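 active = calcium-response B-score plate-corrected more than 3 library SD below zero, starting fluorescence within 5 deviations, no agonist response on first addition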;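 also: peak minus trough fluorescence over baseline after final BAM8-22 challenge near maximal dose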
TRPC4 act: opens the mouse TRPC4 cation channel. Q9QUQ5. HEK293 TRPC4beta/mu-opioid, Fluo4 calcium fluorescence; stronger effect = higher value. B-score at 10 µM. hit rate 0.49% among 310,000. AID 2237;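 active = B-score above 5 SD of library B-scores, and initial fluorescence ratio not above library mean plus 5 SD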;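 also: positive B-score marks a calcium rise read as TRPC4 activation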
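Assay system: HEK293 stable line with TRPC4beta plus mu-opioid receptor; schedule: 45 min room-temperature Fluo4 loading, 110 s read; technique: kinetic Fluo4 calcium fluorescence; evaluation: integrated baseline-normalised fluorescence ratio, converted to per-well B score; controls: buffer (low) and maximal DAMGO (high)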
ANO1 activ: activates or potentiates the mouse TMEM16A chloride channel; B-score at 10 µM; HEK293 TMEM16A/YFP-H148Q/I152L, iodide quench fluorescence; stronger effect = lower value; hit rate 0.3% among 340,000; AID 623877; Q8BHY3;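 active = fluorescence-ratio B-score plate-corrected deviation score at least 3 library SD below zero, with starting fluorescence score within 5 deviations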;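 also: channel opened by trigger with iodide after compound preincubation; score built on the fluorescence ratio of max minus min over baseline; more negative score means more quench and so TMEM16A activation or potentiation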
RGS4 block: human RGS4 inhibition; P49798; HEK293 M3R/RGS4 inducible, Fluo-4 calcium flux; stronger effect = higher value; triggered by carbachol at its EC20; B-score at 10 µM; hit rate 0.45% among 310,000; AID 463165;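 active = B-score, a plate-corrected calcium signal, over three deviations above library mean, with baseline fluorescence within five deviations of library mean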;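 also: RGS4 expression induced by doxycycline in cells with stable M3 receptor; B-score is computed from the integrated fluorescence ratio over baseline after carbachol; higher B-score means a larger calcium signal and so more RGS4 inhibition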
* hit, by the source's call; i = inactive; . = no result given.

SMILES	MrgX1 PAM	TRPC6 inh	TRPC4 inh	TRPC6 act	TMEM16A inh	MrgX1 ag	TRPC4 PAM	MrgX1 antag	TRPC4 act	ANO1 activ	RGS4 block
COc1ccc(C(=O)NC(C)CCc2ccccc2)c(OC)c1 (configuration not stated)	i	i	i	i	i	i	i	i	i	i	i
COc1ccc(/C(C)=N/NC2=NCCN2)cc1Cl	i	i	i	i	i	i	i	i	i	i	i
CC1(C)Cc2c(sc3c2c(=N)n(Cc2ccco2)c(=O)n3Cc2ccc(F)cc2)CO1	i	.	.	.	i	i	.	-4.6*	.	i	.
CC(=O)N1CCC(N(CCN2CCOCC2)C(=O)Nc2ccc(Cl)c(Cl)c2)CC1	i	i	i	i	i	i	i	i	i	i	i
CC(=O)c1cccc(NC(=S)NC(=O)Cc2ccc(Cl)cc2)c1	i	i	i	i	i	i	i	i	i	i	i
CCOC(=O)N1CCC(N2CCN(S(=O)(=O)c3ccc(OC)cc3)CC2)CC1	i	i	i	i	i	i	i	i	i	i	i
CS(=O)(=O)N1CCc2cc(C(=O)Nc3ccc(Cl)cc3)ccc21	i	i	i	i	i	i	i	i	i	i	i
Cc1ccc(NC(=O)CCC(=O)N2CCC(C)CC2)c([N+](=O)[O-])c1	i	i	i	i	i	i	i	i	i	i	i
CN1CCCN(C(c2ccccc2)c2ccc(Cl)cc2)CC1 (configuration not stated)	i	i	i	i	i	i	i	i	i	i	i
COCCCn1c(=S)[nH]c2sc3c(c2c1=O)CCCS3	i	i	i	i	i	i	i	i	i	i	i
CCOC(=O)N1CCN(C(=O)CN(C)S(=O)(=O)c2ccc3c(c2)c(=O)n(C)c(=O)n3C)CC1	i	i	i	i	i	i	i	i	i	i	i
COc1ccc(N2CCN(C(CNC(C)=O)c3ccc4c(c3)OCO4)CC2)cc1 (configuration not stated)	i	i	i	i	i	i	i	i	i	i	i
O=C(Cc1cccc2ccccc12)NNC(=O)Nc1ccc(Cl)cc1	i	i	i	i	i	i	i	i	i	i	i
Cn1c(CCn2ccccc2=O)nc2cc(NC(=O)COc3ccccc3)ccc21	i	i	i	i	i	i	i	i	i	i	i
Cc1nc2cc(F)ccc2n1C1CCN(S(=O)(=O)c2ccccc2)CC1	i	i	i	i	i	i	i	i	i	i	i
CCCC(=O)NC(=S)Nc1ccc(N2CCOCC2)c(Cl)c1	i	i	i	i	i	i	i	i	i	i	i
CCOc1ccc2nc(CN3CCN(Cc4ccccc4OCC)C(CCO)C3)ccc2c1 (configuration not stated)	i	i	i	i	i	i	i	i	i	i	i
COc1cc(O)c2c(c1)COC2=O	i	i	i	i	i	i	i	i	i	i	i
O=C(Nc1ccc(N2CCOCC2)cc1N1CCOCC1)c1cccs1	i	i	i	i	i	i	i	i	i	i	i
Nc1ccc2c(C(F)(F)F)cc(=O)oc2c1	i	i	i	i	i	i	i	i	i	i	i
O=C(CCc1ccc(S(=O)(=O)N2CCCCC2)cc1)c1nnc(-c2ccccc2)o1	i	i	i	i	i	i	i	i	i	i	i
COc1ccc(C2=NOC(Cn3nc(C(=O)NCc4cccc(C(F)(F)F)c4)cc3-c3ccccc3)C2)cc1 (configuration not stated)	i	i	i	i	i	i	i	i	i	i	i
COC(=O)Cc1[nH]nc2c1C(c1cc(OC)c(OC)c(OC)c1)C(C#N)=C(N)O2 (configuration not stated)	i	i	i	i	i	i	i	i	i	i	i
O=C1NC(=S)S/C1=C/c1ccc(OC(=O)c2ccco2)cc1	i	i	i	i	i	i	i	i	i	i	i
O=C(OCc1nc2ccc(Cl)cc2n1CCO)c1ccccc1C(=O)c1ccccc1	i	i	i	i	i	i	i	i	i	i	i
Later entries:
SMILES	MrgX1 PAM	TRPC6 inh	TRPC4 inh	TRPC6 act	TMEM16A inh	MrgX1 ag	TRPC4 PAM	MrgX1 antag	TRPC4 act	ANO1 activ	RGS4 block
CC(C)c1nc2sc3c(SCC(=O)NCc4ccco4)ncnc3c2c2c1CCC2	i	i	i	i	i	i	i	i	i	i	i
Cc1ccc(CN(c2ccc(C(=O)NCc3ccccn3)cc2)S(C)(=O)=O)cc1	i	i	i	i	i	i	i	i	i	i	i
COC(=O)c1c(N2C(=O)CC(Sc3ccccc3C(=O)O)C2=O)sc2c1CCCC2 (configuration not stated)	i	i	i	i	i	i	i	i	i	i	i
COc1ccc(OC)c(C2CC(=O)NC(SC)=C2C#N)c1 (configuration not stated)	i	i	i	i	i	i	i	i	i	i	i
COc1cc(C2Nc3ccccc3NC3=C2C(=O)CC(C)(C)C3)cc(OC)c1OC(C)=O (configuration not stated)	i	i	i	i	i	i	i	i	i	i	i
Cc1cccc(NNC(N)=S)c1C	i	i	i	i	i	i	i	i	i	i	i
COc1cccc(CN2CC(C(=O)NCc3cnn(C)c3)CCC2=O)c1 (configuration not stated)	i	i	i	i	i	i	i	i	i	i	i
Cc1cc(NC(=O)Cn2nc(-c3ccccc3F)ccc2=O)ccc1-n1cnnn1	i	i	i	i	i	i	i	i	i	i	i
Cc1ccc(NP(=O)(c2ccc(N(C)C)cc2NC(=O)c2cccs2)N2CCOCC2)cc1 (configuration not stated)	i	i	i	i	i	i	i	i	i	i	i
Cc1nn2c(=O)cc(CSc3ccccc3NC(=O)c3ccccc3F)nc2s1	i	i	i	i	i	i	i	i	i	i	i
COc1ccc(/C(O)=C2\C(=O)C(=O)N(Cc3ccco3)C2c2cc(OC)ccc2OC)cc1 (configuration not stated)	i	i	i	i	i	i	i	i	i	i	i
CCN(c1ccccc1)S(=O)(=O)c1ccc(NC(=O)C(C)(C)C)cc1	i	i	i	i	i	i	i	i	i	i	i
COc1ccc(CNc2ncc(-c3ccc(F)cc3)n2C)cc1OC	i	i	i	i	i	i	i	i	i	i	i
CCOc1ccc(OCc2ccc(C(=O)N/N=C(\C)c3ccccn3)cc2)cc1	i	i	i	i	i	i	i	i	i	i	i
COC(=O)CSc1nnc([C@H](CC(C)C)NC(=O)OC(C)(C)C)o1	i	i	i	i	i	i	i	i	i	i	i
COc1ccccc1C(=O)N/C(=C/c1ccccc1)C(=O)Nc1ccc(C(=O)O)cc1	i	i	i	i	i	i	i	i	i	i	i
COC(=O)/C(N=Nc1cccc(C(F)(F)F)c1)=C(\C)O	i	i	i	i	i	i	i	i	i	i	i
COc1ccc(S(=O)(=O)NC2CC2)cc1-n1cnnn1	i	i	i	i	i	i	i	i	i	i	i
Cn1ccnc1SCC(=O)Nc1cccc(O)c1	i	i	i	i	i	i	i	i	i	i	i
c1ccc(-c2noc(CN3CCN(c4cnccn4)CC3)n2)cc1	i	i	i	i	i	i	i	i	i	i	i
CC(=O)c1ccc(NC(=O)C(C)N(C)CC(=O)Nc2ccccc2Cl)cc1 (configuration not stated)	i	i	i	i	i	i	i	i	i	i	i
CCNc1c(NC(=O)C2CCC(C)CC2)c(=O)oc2ccccc12 (configuration not stated)	i	i	i	i	i	i	i	i	i	i	i
Fc1ccc(-n2cc(-c3ccccc3)c3c(=S)nc[nH]c32)cc1	i	i	i	i	i	i	i	i	i	i	i
COc1ccc(NC(=O)NC(=O)c2ccccc2)cc1	i	i	i	i	i	i	i	i	i	i	i
Cc1c(NC(=O)C2CCCN2S(=O)(=O)c2cccc3nsnc23)cccc1C(=O)O (configuration not stated)	i	i	i	i	i	i	i	i	i	i	i
(cont.)
SMILES	MrgX1 PAM	TRPC6 inh	TRPC4 inh	TRPC6 act	TMEM16A inh	MrgX1 ag	TRPC4 PAM	MrgX1 antag	TRPC4 act	ANO1 activ	RGS4 block
CC1CC(NC(=O)c2c(O)nc3sccn3c2=O)CC(C)(C)C1 (configuration not stated)	i	i	i	i	i	i	i	i	i	i	14*
Cn1c(=O)[nH]c(=O)c2c1nc(CN1CCN(c3ccc(F)cc3)CC1)n2CCN1CCOCC1	i	i	i	i	i	i	i	i	i	i	i
Cc1ccn2c(=O)nc(SCC(=O)NC3CCCC3)nc2c1	i	i	i	i	i	i	i	i	i	i	i
Cc1cc(O)cc(O)c1C=NCc1ccco1	i	i	i	i	i	i	i	i	i	i	i
Cc1ccc(S(=O)(=O)N2CCC(N3CCN(C)CC3)CC2)cc1Cl	i	i	i	i	i	i	35*	i	i	i	i
O=C1NC(=Nc2ccccc2)SC1Cc1ccccc1 (configuration not stated)	i	i	i	i	i	i	i	i	i	i	i
CCSc1nnc(NC(=O)COc2ccc3ccccc3c2)s1	i	i	i	i	i	i	i	i	i	i	i
COc1cc(NC(=O)C2CCCN2S(=O)(=O)c2ccc3c(c2)CC(C)N3C(C)=O)cc(OC)c1 (configuration not stated)	i	i	i	i	i	i	i	i	i	i	i
O=C(N/N=C/c1cccc(OC(=O)c2ccc3c(c2)OCO3)c1)c1cncc(Br)c1	i	i	i	i	i	i	i	i	i	i	i
COc1ccc(/C(C)=N/Nc2ccc(C(=O)O)cc2)c(OC)c1	i	i	i	i	i	i	i	i	i	i	i
O=C(N/N=C/c1ccoc1)c1cccc(OC(F)(F)C(F)F)c1	i	i	i	i	i	i	i	i	i	i	i
COc1ccccc1NC(=O)CN1C(=O)COc2ccc(S(=O)(=O)N3CCCCCC3)cc21	i	i	i	i	i	i	i	i	i	i	i
O=C(CN1CCN(Cc2ccccc2)CC1)NC(c1ccccc1)c1ccccc1	i	i	i	i	i	i	i	i	i	i	i
